High-throughput results (PubChem)
MKP-3 inhibition: inhibition of rat DUSP6 enzyme activity – biochemical, in vitro, primary screen (AID 425); recombinant MKP-3 phosphatase activity, fluorescence; higher % means a stronger effect; one-dose inhibition, % at 20 µM; IC50 in µM for titrated hits; 110,000 tested, 0.17% active; in the data active = inhibition above about 50%;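 note: plate controls were vehicle for no effect and reference inhibitor for full effect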
Hsp70 displacement: small molecules displacing fluorescent ligand from Hsp70 – biochemical, fluorescence polarization, primary screen (AID 583). Hsp70 fluorescence polarization probe displacement, mP; higher % means a stronger effect. one-dose displacement, % at 20 µM; IC50 in µM for titrated hits. 140,000 tested, 0.06% active; in the data active = displacement above about 50%;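 note: plate controls were vehicle for no effect and reference ligand for full effect; a part of the inactive calls stands beside numbers as strong as those of hits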
* hit, by the source's call; · = not tested or not shown; & = joins results of further samples.

#1 CCc1ccc(N/C(SCc2cccc(F)c2)=C(/C#N)C(=O)NCc2ccco2)cc1
#2 Cc1nn(S(=O)(=O)c2ccccc2[N+](=O)[O-])c(C)c1Sc1ccccc1
#3 COc1ccccc1Nc1ncccc1C(=O)O
#4 CCN(C(=O)CSc1nncs1)c1c(N)n(Cc2ccccc2)c(=O)[nH]c1=O
#5 CCN(CCCNC(=O)C1CCC(=O)N1C1CCCC1)c1cccc(C)c1 (configuration not stated)
#6 O=C(c1ccco1)N1CCN(Cc2cccc(Cl)c2)CC1
entry no. | 1 | 2 | 3 | 4 | 5 | 6
MKP-3 inhibition | 5% | 3% | 3% | -3% | 3% | 3%
Hsp70 displacement | -7.1% | 7.6% | 2.2% | -0.4% | -3.6% | 0.3%

#7 O=C1c2ccccc2NC(c2ccccc2)N1Cc1ccccc1 (configuration not stated)
#8 Cc1cc(C(=O)COC(=O)c2n[nH]c3ccccc23)c(C)n1CC1CCCO1 (configuration not stated)
#9 NC(=O)c1cc2nc(-c3ccc(Cl)c(Cl)c3)cc(C(F)(F)F)n2n1
#10 O=C(CN1C(=O)CCS(=O)(=O)c2ccccc21)Nc1cccc(Cl)c1
#11 Cc1ccc(S(=O)(=O)CC#CCOC(=O)c2ccc([N+](=O)[O-])cc2)cc1
#12 Cc1cc(C)nc(NCCCc2ccccc2)n1
entry no. | 7 | 8 | 9 | 10 | 11 | 12
MKP-3 inhibition | 0% | · | 2% | -4% | · | -5%
Hsp70 displacement | 4.5% | -3.9% | -0.9% | 3.0% | 1.1% | 7.2%

#13 CC(O)c1cccc(NC(=O)c2nn3c(c2Cl)NC(c2cccs2)CC3C(F)(F)F)c1 (configuration not stated)
#14 COCc1c(C(=O)OCC(=O)N2c3ccccc3NC(=O)C2(C)C)oc2ccccc12
#15 Cc1ccc(NN2C(=O)C=C(c3ccc(Cl)cc3)C2=O)cc1
#16 Cn1c(=O)c2c(nc(N3CCCCCC3)n2CCSc2nc3ccccc3o2)n(C)c1=O
#17 COc1cc(NC(=O)c2ccc(Br)o2)ccc1NC(=O)c1ccco1
#18 O=C1NC2(CCCCC2)N=C1c1ccc(Br)cc1
entry no. | 13 | 14 | 15 | 16 | 17 | 18
MKP-3 inhibition | 2% | 6% | · | 3% | 0% | ·
Hsp70 displacement | -1.3% | -4.3% | -2.0% | 2.6% | 0.9% | -2.7%

#19 O=C(Nc1nc2ccc([N+](=O)[O-])cc2s1)c1cc(Cl)ccc1Cl
#20 O=C(NCCc1ccc(Cl)cc1)C1CCN(S(=O)(=O)c2cccc3nonc23)CC1
#21 COc1ccc(OC)c(CNC(=O)COc2cc(=O)n(C)c3ccccc23)c1
#22 c1cc(-c2noc(-c3ccc4c(c3)OCO4)n2)ccn1
#23 c1cncc(C(c2nnnn2C2CCCCC2)N2CCN3CCCC3C2)c1 (configuration not stated)
#24 COC(=O)CC12CC3CC(C1)CC(c1ccc([N+](=O)[O-])cc1)(C3)C2
entry no. | 19 | 20 | 21 | 22 | 23 | 24
MKP-3 inhibition | -2% | -5% | -1% | -6% | · | 0%
Hsp70 displacement | 2.9% | · | 2.6% | 5.0% | 0.1% | -0.3%

#25 Cn1cccc1-c1nc2ccc(NC(=O)c3cccs3)cc2[nH]1
#26 Cc1ccc(NC(=O)N(Cc2cccnc2)Cc2ccco2)cc1C
#27 CCOC(=O)CSc1nnc(CSc2nc3sc4c(c3c(=O)[nH]2)CCC4)n1-c1ccccc1
#28 COc1ccc(N(CC(=O)Nc2ccc(C(=O)N3CCOCC3)cc2)S(=O)(=O)c2ccccc2)cc1
#29 N=c1n(CCO)c2ccccc2n1Cc1ccccc1Cl
#30 CC(=O)NCC(=O)N(c1c(C)n(C)n(-c2ccccc2)c1=O)C1(C(=O)NC2CCCC2)CCCCC1
entry no. | 25 | 26 | 27 | 28 | 29 | 30
MKP-3 inhibition | -6% | · | · | -3% | -11%&3% | 2%
Hsp70 displacement | -4.0% | -4.2% | -2.2% | 3.8% | 7.2%&-2.9% | -2.2%

#31 CC1CCCN(c2nc3c(c(=O)n(C)c(=O)n3C)n2CCSc2nc3ccccc3s2)C1 (configuration not stated)
#32 CCOC(=O)CNC(=O)CSc1nc2cccnc2n1Cc1ccccc1
#33 C=CCOn1c(C)c(C(C)=O)c2c3no[n+]([O-])c3ccc21
#34 O=C(COc1ccc(Br)cc1)Nc1nc2ccccc2s1
#35 O=C(CN1C(=O)NC2(CCCCCC2)C1=O)N1CCC(Cc2ccccc2)CC1
#36 Cc1ccc(-c2csc(N3CCC(NS(=O)(=O)c4ccc5c(c4)OCCO5)CC3)n2)cc1
entry no. | 31 | 32 | 33 | 34 | 35 | 36
MKP-3 inhibition | -1% | 3% | · | 3% | -5% | -6%
Hsp70 displacement | -1.6% | -3.2% | -0.4% | -2.2% | 3.9% | 0.9%

#37 O=C(Oc1ccc2[nH]cc(CCN3C(=O)c4ccccc4C3=O)c2c1)c1ccco1
#38 O=C1C2CCCN2C(c2ccccc2)N1c1nccs1 (configuration not stated)
#39 CC(C)CCNC(=O)C1CC(=O)N(C2CCCC2)C1 (configuration not stated)
#40 CCOc1nc(NCCN2CCOCC2)nc(Nc2ccc(C)cc2)n1
#41 O=C(CSc1nnc(-c2cccs2)n1-c1ccccc1)N1CCc2ccccc21
#42 C=CCOc1ccc(C=C2C(=O)NC(=O)NC2=O)cc1OC
entry no. | 37 | 38 | 39 | 40 | 41 | 42
MKP-3 inhibition | 2% | -2% | · | · | -7% | -2%
Hsp70 displacement | 2.4% | 1.1% | 2.8% | 1.2% | 4.6% | -4.4%

#43 CCN(CCCn1c(=S)[nH]c2ncccc2c1=O)c1ccccc1
#44 CCc1c(C)nc2ncnn2c1Nc1ccc(C)c(C)c1
#45 Cc1csc2ncc(C(=O)Nc3ccccc3Cl)c(=O)n12
#46 O=c1cc(N2CCC3(CC2)OCCO3)[nH]c(=O)n1C1CCCCC1
#47 COCCN1C(=O)C(=O)/C(=C(/O)c2ccccc2)C1c1ccc(C(C)C)cc1 (configuration not stated)
#48 Cc1ccc(N2CN=c3s/c(=C\c4cccnc4)c(=O)n3C2)cc1
entry no. | 43 | 44 | 45 | 46 | 47 | 48
MKP-3 inhibition | -1% | · | 12% | -2% | 3% | 12%
Hsp70 displacement | 5.2% | -0.3% | 14% | -3.6% | -5.2% | -0.4%

#49 Cc1ccc2c(c1)NC(=O)C(CC(=O)NC1CCCCC1C)O2 (configuration not stated)
#50 Cc1ccc2c(c1)N(CCCC(=O)NCCCN1CCCC1=O)C(=O)CO2
#51 CC1CCN(c2nc3ccccc3n3cnnc23)CC1
#52 Cc1ccc(/C=C2\SC(N3CCC(C)CC3)=NC2=O)cc1
#53 Cn1c(Cl)nc2ccccc21
#54 Cc1cccc(C2C(=O)c3ccccc3C2=O)c1C
entry no. | 49 | 50 | 51 | 52 | 53 | 54
MKP-3 inhibition | 4% | -5% | -3% | 0% | -2% | 4%
Hsp70 displacement | -1.8% | 5.5% | 1.4% | 0.2% | 5.7% | 6.6%

(more compounds)
# | canonical_smiles | MKP-3 inhibition | Hsp70 displacement
55 | O=C(c1cccc(Cl)c1)N1CCN(C2CCCCCC2)CC1 | -4% | 0.8%
56 | Cc1ccc(C(=O)Nc2ncccn2)o1 | -1% | 0.2%
57 | O=C(O)C1C2C=CC3(CN(Cc4ccccc4)C(=O)C13)O2 (configuration not stated) | 1% | -0.4%
58 | COc1ccc(-c2noc(N(C)CC(=O)Nc3cccc(C(F)(F)F)c3)n2)cc1 | 1% | -1.3%
59 | COc1ccc(NC(=O)C2C3C=CC(O3)C2C(=O)O)c(OC)c1 (configuration not stated) | 5% | 3.3%
60 | CCn1nnnc1SCC(=O)Nc1cc(OC)cc(OC)c1 | 3% | -1.9%
61 | CCCCn1c(CCNC(=O)c2cccs2)nc2ccccc21 | · | -5.0%
62 | CCN(CC(=O)N1CCc2ccccc2C1)S(=O)(=O)c1ccc2ccccc2c1 | · | 5.7%

Following part
# | canonical_smiles | MKP-3 inhibition | Hsp70 displacement
63 | CN(C)c1nc2sc3c(c2c(=O)n1C)CC(C)(C)OC3 | 1% | 2.9%
64 | O=C(Cn1c(=O)c2c(ncn2Cc2ccccc2)n(Cc2ccccc2)c1=O)NC1CC1 | -11% | -0.4%
65 | c1ccc(CCC2=NCCn3cccc32)cc1 | -14% | -0.9%
66 | CC1=NN(c2ccc(C)cc2)C(=O)/C1=C/c1ccc(-c2cccc(C(=O)O)c2)o1 | 3% | 32%
67 | CCOc1ccccc1NC(=O)C1CC2CCCC(C1)C2=O (configuration not stated) | -9% | -2.3%
68 | CCOC(=O)C1CCN(S(=O)(=O)c2cccc(-c3cn4cc(C)ccc4n3)c2)CC1 | · | 6.3%
69 | COc1cc(NS(=O)(=O)c2ccc(NC(=O)/C(=C\c3ccccc3OC)NC(=O)c3ccccc3)cc2)nc(OC)n1 | -1% | -1.3%
70 | O=C1N=C2N(CCN3CCOCC3)c3ccccc3N2/C1=C/c1ccccc1[N+](=O)[O-] | -2% | 5.0%

More structures follow:
# | canonical_smiles | MKP-3 inhibition | Hsp70 displacement
71 | COCCCNC(=O)CN(c1cc(Cl)ccc1OC)S(=O)(=O)c1ccc(C)c([N+](=O)[O-])c1 | -2% | 0.0%
72 | COc1ccccc1NC(=O)c1c(O)c2ccccc2[nH]c1=O | -6% | 2.8%
73 | Cc1ccc(C(=O)Sc2nc(-c3ccccc3)[nH]c2S(=O)(=O)c2ccc(C)cc2)cc1 | 3% | -3.6%
74 | CCOC(=O)C(=CNc1ccc(Nc2ccccc2)cc1)C(=O)OCC | 4% | -5.0%
75 | CCN1C(=O)C(C(=O)NC(C)c2ccccc2)C2CC1(C)Oc1ccccc12 (configuration not stated) | 0% | 1.3%
76 | CCOC(=O)CSc1nnnn1-c1ccccc1F | 4% | 0.2%
77 | CCn1cc(C(=O)OCC(=O)N(C)C2CCS(=O)(=O)C2)c(=O)c2ccc(C)nc21 (configuration not stated) | -8% | -2.7%
78 | O=C(NCC(c1ccc(F)cc1)N1CCOCC1)c1ccc(Br)o1 (configuration not stated) | -7% | 10%

(continued)
# | canonical_smiles | MKP-3 inhibition | Hsp70 displacement
79 | CC1C(O)C(C)C(c2ccccc2)N(C)C1c1ccccc1 (configuration not stated) | 0% | -1.8%
80 | Cc1cccc(Nc2nnc(SCc3cn4ccsc4n3)s2)c1 | 1% | -3.6%
81 | CCN1CCN(Cc2c(O)ccc3c(=O)c(-c4ccc(OC)c(OC)c4)c(C)oc23)CC1 | -11% | 2.7%
82 | Oc1ccc2ccccc2c1/C=N/N1CCN(Cc2cccc3ccccc23)CC1 | 5% | -1.8%
83 | CC1CC(=O)N(CC(=O)NCc2ccc3c(c2)OCO3)c2ccccc2S1 (configuration not stated) | 8% | 3.1%
84 | CC(C)CN1C(=O)NC(NC(=O)c2cccs2)(C(F)(F)F)C1=O (configuration not stated) | -4% | -0.1%
85 | Oc1[nH]c2ccc(Br)cc2c1N=Nc1ccc2ccccc2n1 | 0% | 2.4%
86 | CCSc1nc2n(n1)C(c1cccc(F)c1)C1=C(CCCC1=O)N2 (configuration not stated) | -4% | 6.5%

Other structures follow:
# | canonical_smiles | MKP-3 inhibition | Hsp70 displacement
87 | Cc1ccc(OCC(=O)NNC(=O)c2ccccc2C)c(C)c1 | 0% | -3.0%
88 | O=C(NCCc1ccccc1)c1nn2c(C(F)(F)F)cc(-c3ccccc3)nc2c1Br | 2% | 1.9%
89 | CC1=NN(c2ccc(Cl)cc2)C(=O)C1 | 21% | 3.2%
90 | COCCN(C(=O)c1ccco1)C(C(=O)NC1CCCC1)c1cccs1 (configuration not stated) | · | 7.3%
91 | O=C(/C=C(\c1ccc(Cl)cc1)n1cncn1)c1ccc(Cl)cc1 | · | 6.2%
92 | CC(C)(C)OC(=O)N1CCN(c2ccc(NC(=O)Cn3nnc(-c4ccccc4)n3)cc2)CC1 | 7% | 0.3%
93 | C=CCOc1ccc(/C=C2\C(=O)N(CCCOC)C(C)=C2C(=O)OC)cc1OC | 0% | 1.0%
94 | COc1cccc(CNC(=O)c2nnn(CC(=O)Nc3ccc(C)c(C)c3)c2N)c1 | -5% | 3.0%

Further records follow:
# | canonical_smiles | MKP-3 inhibition | Hsp70 displacement
95 | N#Cc1ccccc1NC(=O)Nc1cccs1 | 2% | 0.6%
96 | CCOCc1cnc(C)nc1NCC(=O)c1c(C)n(C)c2ccc(OC)cc12 | -11% | 2.3%
97 | O=C1/C(=C\c2ccccc2F)SC(=S)N1CN1CCOCC1 | 10% | 0.8%
98 | O=c1c2cccnc2[nH]c(=S)n1CCCN1CCN(c2ccc(F)cc2)CC1 | 1% | -0.5%
99 | CCOC(=O)c1cnc(SCC(=O)Nc2ccc3c(c2)OCCO3)nc1N | -7% | 4.6%
100 | CCCN(CCC)CCCNC(=O)C1c2cc(OC)c(OC)cc2C(=O)N(C)C1c1cccs1 (configuration not stated) | · | -0.8%
101 | CCC(=O)Nc1c(-c2ccccc2)nc2ccc(C)cn12 | 3% | -7.2%
102 | CCCC(=O)N1CCc2[nH]c3ccccc3c2C1 | 0% | 3.0%

Next part
# | canonical_smiles | MKP-3 inhibition | Hsp70 displacement
103 | COc1ccc(C2C(C#N)=C(N)OC3=C2C(=O)CC(C)(C)C3)c2ccccc12 (configuration not stated) | 3% | -0.5%
104 | O=C(O)CN1C(=O)/C(=C\c2ccc(-c3ccccc3Cl)o2)SC1=S | 1% | -38%
105 | Cc1cccc(OC(=O)c2cccc([N+](=O)[O-])c2)c1 | 0% | 2.8%
106 | CCCCn1c(=O)[nH]c(=O)c2c1nc(-c1ccsc1)n2Cc1ccccc1 | · | -2.6%
107 | Cc1cc(C)cc(OCCCN2CCN(C)CC2)c1 | 2% | -0.2%
108 | CCOc1ccc(-c2nc(C#N)c(N3CCCCCC3)o2)cc1 | -4% | 4.7%
109 | COc1cc(/C=C2\C(=O)N(c3ccc(S(N)(=O)=O)cc3)N=C2C)ccc1O | 5% | -1.0%
110 | CCCC(CCC)=C(C#N)C(=O)OCC | 0% | 6.1%
111 | Cc1sc(NC(=O)c2ccco2)c(CN2CCN(c3ccccn3)CC2)c1C | 5% | 1.7%

Only part of the results is shown; the hit share may differ from the screen's.
